PREPL inh = PREPL enzyme inhibitors, primary screen, biochemical, fluorescence polarization. Prolyl endopeptidase-like (Homo sapiens), Q4J6C6. recombinant PREPL, fluorescence polarization activity-based probe. inhibition, % at 5.96 µM. 320,000 tested, 0.68% active; in the data active = inhibition above about 43%;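 also: 0% = enzyme with DMSO and 100% = wells lacking enzyme; many of its hits are not listed in these tables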
Target sequence (Q4J6C6 whole entry, looked up): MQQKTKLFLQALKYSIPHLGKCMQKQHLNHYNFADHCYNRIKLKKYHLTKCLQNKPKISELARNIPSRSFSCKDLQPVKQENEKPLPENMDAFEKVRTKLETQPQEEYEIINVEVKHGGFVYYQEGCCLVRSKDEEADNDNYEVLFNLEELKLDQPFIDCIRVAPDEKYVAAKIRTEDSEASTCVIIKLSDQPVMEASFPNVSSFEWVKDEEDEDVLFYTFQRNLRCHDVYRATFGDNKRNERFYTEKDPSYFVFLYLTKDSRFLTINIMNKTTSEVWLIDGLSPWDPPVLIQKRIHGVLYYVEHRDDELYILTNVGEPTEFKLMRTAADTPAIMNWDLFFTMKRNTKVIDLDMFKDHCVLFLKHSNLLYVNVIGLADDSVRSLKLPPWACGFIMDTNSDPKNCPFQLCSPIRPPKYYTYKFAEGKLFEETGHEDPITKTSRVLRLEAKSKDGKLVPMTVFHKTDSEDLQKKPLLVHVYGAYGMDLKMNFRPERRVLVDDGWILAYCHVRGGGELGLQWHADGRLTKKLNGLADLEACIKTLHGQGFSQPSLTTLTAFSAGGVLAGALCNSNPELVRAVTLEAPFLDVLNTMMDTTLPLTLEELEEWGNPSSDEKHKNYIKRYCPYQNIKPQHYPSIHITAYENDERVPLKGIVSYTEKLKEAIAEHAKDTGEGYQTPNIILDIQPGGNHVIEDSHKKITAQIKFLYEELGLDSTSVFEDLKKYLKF
LYPLA2 counter = LYPLA2 inhibitors, primary screen, counter-screen for PME1 inhibitor project, biochemical, fluorescence polarization, FP-Rh probe ABPP. Acyl-protein thioesterase 2 (Homo sapiens), O95372. recombinant LYPLA2. inhibition, % at 5.9 µM. 320,000 tested, 0.38% active. AID 2177, 2009;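 active = inhibition above the screen-wide mean plus 3 SD, limit set per campaign, cut at about 26% in these data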;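 also: 0% = LYPLA2 with DMSO and 100% = wells lacking LYPLA2 enzyme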
PAFAH1B2 FP inh = PAFAH1B2 enzyme inhibitors, primary screen, biochemical, fluorescence polarization, human. 340,000 tested, 1.2% active. AID 492953, 2010. Platelet-activating factor acetylhydrolase IB subunit alpha2 (Homo sapiens), P68402. recombinant PAFAH1B2, FP-rhodamine activity probe. inhibition, % at 3.39 µM;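 active = inhibition above the mean of all tested compounds plus 3 SD, cut at about 24% in these data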;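 also: 0% = enzyme with DMSO and 100% = wells lacking PAFAH1B2; many of its hits are not listed in these tables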
LYPLA1 inh = LYPLA1 inhibitors, primary screen, counter-screen for PME1 inhibitor project, biochemical, fluorescence polarization, FP-Rh probe ABPP | Acyl-protein thioesterase 1 (Homo sapiens), O75608 | recombinant LYPLA1 | inhibition, % at 5.9 µM | 320,000 tested, 0.16% active;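 active = inhibition above the mean of all tested compounds plus 3 SD, set per campaign, cut at about 14% in these data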;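 also: inhibitors block serine hydrolase probe labeling of LYPLA1 so polarization falls; 0% = enzyme with DMSO and 100% = wells lacking LYPLA1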
PAFAH1B3 FP inh = PAFAH1B3 enzyme inhibitors, primary screen, biochemical, fluorescence polarization, human. AID 492972, 2010. recombinant PAFAH1B3, FP-rhodamine probe. inhibition, % at 3.39 µM. 340,000 tested, 0.28% active;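 active = inhibition above the screen-wide average of all tested compounds plus 3 SD, cut at about 25% in these data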;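 also: 0% = enzyme with DMSO only and 100% = wells lacking PAFAH1B3 protein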
EBNA-1 inhibitor = EBNA-1 DNA-binding inhibitors, primary screen, biochemical, fluorescence polarization; inhibition, % at 14.8 µM; 300,000 tested, 0.34% active; in the data active = inhibition above about 28%
pPAFAH FP inh = pPAFAH enzyme inhibitors, primary screen, biochemical, fluorescence polarization, human | recombinant pPAFAH, FP-rhodamine probe fluorescence polarization | inhibition, % at 3.39 µM | 330,000 tested, 1.5% active | AID 463082, 2010;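 active = inhibition above the mean inhibition across the screen plus 3 SD, cut at about 25% in these data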;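 also: inhibitors block binding of the rhodamine activity-based probe so polarization drops; 0% = enzyme with DMSO and 100% = wells lacking pPAFAH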
PAFAH2 inh = PAFAH2 enzyme inhibitors, primary screen, biochemical, fluorescence polarization, human | Platelet-activating factor acetylhydrolase 2, cytoplasmic (Homo sapiens), Q99487 | recombinant PAFAH2, FP-rhodamine activity probe | inhibition, % at 3.39 µM | 340,000 tested, 0.99% active | AID 492956, 2010;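 active = inhibition above the mean over all tested compounds plus 3 SD, cut at about 30% in these data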;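 also: inhibitors block probe labeling of enzyme so polarization drops; 0% = enzyme with DMSO and 100% = wells lacking PAFAH2 protein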
ZTA counter = blocks Epstein-Barr virus ZTA, an EBNA-1 counter-screen | P03206 | ZTA-DNA binding, fluorescence polarization | inhibition, % at 11 µM | 320,000 tested, 0.15% active | AID 2234; in the data active = inhibition above about 33%
Numbers without * were called inactive; . = not tested or not shown. This is a subset; count on the stated rates, not on these rows.

SMILES	PREPL inh	LYPLA2 counter	PAFAH1B2 FP inh	LYPLA1 inh	PAFAH1B3 FP inh	EBNA-1 inhibitor	pPAFAH FP inh	PAFAH2 inh	ZTA counter
CCOc1ccc(-c2nnc(Nc3ccc(OC)c(C(=O)N4CCCCC4)c3)c3ccccc23)cc1	20	-3	0	-6	1	-14	5	5	-6
Cn1c(=O)[nH]c(=O)c2c1nc(SCC(=O)O)n2Cc1ccccc1	0	3	-2	1	1	-5	5	1	0
C#CCOCCOCCOCCNc1nc(N2CCN(C(=O)CCCCCCCCCCNC(=O)[C@H]([C@@H](C)CC)n3cc(CCCCCN)nn3)CC2)nc(N2CCN(C(=O)CCCCCCCCCCNC(=O)[C@@H]([C@H](C)O)n3cc(C)nn3)CC2)n1	46*	29*	3	0	-5	10	2	1	9
CCCCOC(=O)Nc1ccccc1C(N)=O	-1	-1	3	-4	3	1	0	1	0
CCc1cccc2c(C(=O)CN3C(=O)NC(C)(c4cccc5ccccc45)C3=O)c[nH]c12 (stereo unspecified)	-10	-25	-9	-30	-15	11	-10	-33	11
CCCN(CC(=O)Nc1cc(Cl)cc(Cl)c1)CC(=O)Nc1ccc(F)c(F)c1F	-16	-48	-18	-22	-27	-12	-9	-28	5
Cc1csc2nc(O)c(C(=O)NCc3ccc4c(c3)OCO4)c(=O)n12	16	-10	-2	-3	5	-4	3	-3	0
O=C(COC(=O)CN1C(=O)c2ccccc2C1=O)Nc1ccc(S(=O)(=O)N2CCCC2)cc1	-1	-5	4	1	6	8	5	6	13
COc1cccc(CN(C)C(=O)C(CCSC)NS(=O)(=O)c2ccc3c(c2)OCCO3)c1OC (stereo unspecified)	19	1	-1	0	5	7	4	-4	-11
O=C1C(=O)N(Cc2ccco2)C(c2cccs2)/C1=C(\O)c1cccc([N+](=O)[O-])c1 (stereo unspecified)	-2	-1	17	2	6	2	2	1	4
Cc1ccccc1CSc1ccc(S(=O)(=O)N2CCCC2)cn1	26	.	8	.	14	.	11	-2	.
Cc1ccc(C(=O)CC(C(=O)O)n2cccn2)cc1 (stereo unspecified)	2	1	-1	-3	9	2	0	8	11
O=C(Cn1cnc2c(cnn2-c2ccc(Cl)cc2)c1=O)NCC1CCCO1 (stereo unspecified)	2	3	-1	-3	9	4	0	-2	-9
O=C(COC(=O)c1cc2c(s1)CCCC2)Nc1ccc(Cl)cn1	2	-1	-3	-2	2	-11	0	30*	1
CN(Cc1ccccc1)C(=O)CC(c1ccccc1)c1cc(Cl)ccc1O (stereo unspecified)	-1	-8	1	-7	-1	-16	-6	-2	-7
O=C(O)c1ccc(N2C(=O)C3ON(c4ccccc4)C(c4ccccc4F)C3C2=O)cc1 (stereo unspecified)	4	10	-1	2	4	4	-3	2	0
C=CCn1c(SCC(=O)NCCCC(=O)OCC)nc2scc(-c3ccco3)c2c1=O	5	-4	2	-3	8	2	5	4	13
COc1ccc(Cl)cc1N1C(=O)c2cccnc2C1=O	-2	-1	3	3	1	8	2	-6	7
Cc1ccc(/C(N)=N/OC(=O)N2CCOCC2)cc1	-3	-2	-3	-1	2	4	3	0	-15
CC(C)(O)C#Cc1ccc(C(=O)NCCc2ccc(S(N)(=O)=O)cc2)cc1	5	6	1	0	-1	-5	2	0	-7
C=CCSC1=N/C(=C\c2cc(OCC)c(OC(C)=O)c([N+](=O)[O-])c2)C(=O)S1	12	6	15	9	8	6	10	60*	-7
NC(=O)NC(Cc1ccccc1)C(=O)Nc1ccc(S(N)(=O)=O)cc1 (stereo unspecified)	-9	-5	0	-2	5	8	-4	4	15
CS(=O)(=O)N1N=C(c2cccs2)CC1c1ccco1 (stereo unspecified)	-6	4	-1	-3	9	-1	11	9	0
CN(C)S(=O)(=O)c1ccc(C(=O)NCc2ccc3[nH]c4c(c3c2)CCCC4)cc1	11	-4	3	-6	6	3	8	-2	3

A stretch taken from the entries so far:
SMILES	PREPL inh	LYPLA2 counter	PAFAH1B2 FP inh	LYPLA1 inh	PAFAH1B3 FP inh	EBNA-1 inhibitor	pPAFAH FP inh	PAFAH2 inh	ZTA counter
Cc1ccccc1CSc1ccc(S(=O)(=O)N2CCCC2)cn1	26	.	8	.	14	.	11	-2	.
Cc1ccc(C(=O)CC(C(=O)O)n2cccn2)cc1 (stereo unspecified)	2	1	-1	-3	9	2	0	8	11
O=C(Cn1cnc2c(cnn2-c2ccc(Cl)cc2)c1=O)NCC1CCCO1 (stereo unspecified)	2	3	-1	-3	9	4	0	-2	-9
O=C(COC(=O)c1cc2c(s1)CCCC2)Nc1ccc(Cl)cn1	2	-1	-3	-2	2	-11	0	30*	1
CN(Cc1ccccc1)C(=O)CC(c1ccccc1)c1cc(Cl)ccc1O (stereo unspecified)	-1	-8	1	-7	-1	-16	-6	-2	-7
O=C(O)c1ccc(N2C(=O)C3ON(c4ccccc4)C(c4ccccc4F)C3C2=O)cc1 (stereo unspecified)	4	10	-1	2	4	4	-3	2	0
C=CCn1c(SCC(=O)NCCCC(=O)OCC)nc2scc(-c3ccco3)c2c1=O	5	-4	2	-3	8	2	5	4	13
COc1ccc(Cl)cc1N1C(=O)c2cccnc2C1=O	-2	-1	3	3	1	8	2	-6	7
Cc1ccc(/C(N)=N/OC(=O)N2CCOCC2)cc1	-3	-2	-3	-1	2	4	3	0	-15
CC(C)(O)C#Cc1ccc(C(=O)NCCc2ccc(S(N)(=O)=O)cc2)cc1	5	6	1	0	-1	-5	2	0	-7
C=CCSC1=N/C(=C\c2cc(OCC)c(OC(C)=O)c([N+](=O)[O-])c2)C(=O)S1	12	6	15	9	8	6	10	60*	-7

Assay outcomes from PubChem.
